Compound activity from PubChem BioAssay.
TEAD-YAP block – TEAD-YAP interaction inhibition | HEK-TIYL cells, TEAD-Gal4/YAP UAS-luciferase luminescence | inhibition, % at 9.12 µM | 640,000 compounds, 1.4% hits | AID 1259422; in the data active = inhibition above about 32%;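 note: 0% = median of test compound wells and 100% = reference inhibitor wells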
FBW7 activator – activators of human E3 ligase FBW7 | normalized activity (activation), % at 26.1 µM | 650,000 compounds, 0.13% hits | AlphaScreen FBW7–phospho-cyclin E peptide binding, activator screen; in the data active = normalized activity above about 1.9%;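 note: purified mutant Fbw7 with reduced substrate affinity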
MITF primary – blocks human microphthalmia-associated transcription factor; O75030; AlphaScreen MITF homodimerization, bead proximity signal; inhibition, % at 2.6 µM; 650,000 compounds, 0.91% hits; in the data active = inhibition above about 50%;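 note: 0% = vehicle wells with protein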
Target sequence (O75030 whole entry, looked up): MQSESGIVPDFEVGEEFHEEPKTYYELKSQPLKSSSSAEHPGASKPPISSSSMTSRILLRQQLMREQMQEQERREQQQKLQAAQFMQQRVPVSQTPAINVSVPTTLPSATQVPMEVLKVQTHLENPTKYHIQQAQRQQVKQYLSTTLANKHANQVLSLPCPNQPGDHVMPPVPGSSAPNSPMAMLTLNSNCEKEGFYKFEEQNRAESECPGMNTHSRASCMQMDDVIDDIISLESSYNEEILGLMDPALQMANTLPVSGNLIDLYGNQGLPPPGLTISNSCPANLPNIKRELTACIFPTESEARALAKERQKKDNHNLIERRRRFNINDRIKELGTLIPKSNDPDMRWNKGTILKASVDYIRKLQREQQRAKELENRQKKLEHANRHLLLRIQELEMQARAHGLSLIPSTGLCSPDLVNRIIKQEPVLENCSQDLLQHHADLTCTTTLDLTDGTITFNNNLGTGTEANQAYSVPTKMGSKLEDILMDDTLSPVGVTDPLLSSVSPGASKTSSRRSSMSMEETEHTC
GPR151 activ – activates the human receptor GPR151. Q8TDV0. PathHunter beta-arrestin GPR151 cells, luminescence. activation, % at 11.2 µM. 650,000 compounds, 1% hits. AID 1508602; in the data active = activation above about 4.9%;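 note: 0% = median of compound wells and 100% = cells with positive control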
Target sequence (Q8TDV0 whole entry, looked up): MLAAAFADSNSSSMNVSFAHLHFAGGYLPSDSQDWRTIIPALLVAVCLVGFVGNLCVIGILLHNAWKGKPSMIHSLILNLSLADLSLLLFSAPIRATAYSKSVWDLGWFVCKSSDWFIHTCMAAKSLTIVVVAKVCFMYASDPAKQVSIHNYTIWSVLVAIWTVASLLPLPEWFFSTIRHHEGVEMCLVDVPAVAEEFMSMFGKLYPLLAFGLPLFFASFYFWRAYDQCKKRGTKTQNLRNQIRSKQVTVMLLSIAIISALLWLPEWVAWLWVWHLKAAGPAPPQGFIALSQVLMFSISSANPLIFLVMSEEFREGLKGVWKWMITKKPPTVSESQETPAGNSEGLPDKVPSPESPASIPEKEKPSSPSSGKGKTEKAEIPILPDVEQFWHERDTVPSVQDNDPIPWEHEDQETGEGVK
* hit, by the source's call; x = no result given. Hits appear at their usual frequency; 3.4% or so of the library scored in one or more.

SMILES	FBW7 activator	TEAD-YAP block	MITF primary	GPR151 activ
Cc1cc(NCCCN2CCCC2=O)nc(N2CCCC2CO)n1 (stereo unspecified)	-0.1	2	-14	-0.9
Cc1ccc(S(=O)(=O)N2CCOCC2)cc1NC(=O)CN1CC2(C)CC1CC(C)(C)C2 (stereo unspecified)	-0.1	6	-9	-0.5
CCCc1[nH]nc2c1C(c1ccc(Br)s1)C(C#N)=C(N)O2 (stereo unspecified)	0.0	7	-1	-1.2
Cc1ccc2oc3c(c(=O)c2c1)C(c1ccccc1)N(c1cc(C)on1)C3=O (stereo unspecified)	-0.1	-9	2	0.3
CSc1ncc(CN2CCN(CCc3ccccc3)C(CCO)C2)cn1 (stereo unspecified)	0.0	16	2	0.7
COc1cc(C2C(C(=O)Nc3cccc(F)c3)=C(C)NC3=C2C(=O)CC(c2ccccc2)C3)ccc1O (stereo unspecified)	0.3	7	11	1.8
Cc1ccc(S(=O)(=O)N2CCCCC2C(=O)N(C)Cc2ccccc2)cc1 (stereo unspecified)	0.0	-4	9	0.8
Cc1cc2nc3s/c(=C/c4ccc(-c5cc([N+](=O)[O-])ccc5Cl)o4)c(=O)n3c2cc1C	0.0	0	7	1.4
CCCCC[C@H](O)/C=C/C=C\C/C=C\C/C=C\CCCC(=O)O	x	x	3	-0.1
O=C1CCCC2=C1C(c1cccc(F)c1Br)n1c(nc3ccccc31)N2 (stereo unspecified)	0.0	36*	13	0.6
COc1ccc2c(c1)C(C)(C)C1(C=Cc3cc([N+](=O)[O-])cc(OC)c3O1)N2C (stereo unspecified)	-0.1	1	15	0.7
CCOc1cc2c(cc1OCC)C(c1cccc(OC)c1O)NCC2 (stereo unspecified)	0.1	-5	1	2.1
O=S(=O)(NCC1CCN(S(=O)(=O)c2ccccc2)CC1)c1ccccc1	0.1	6	8	-0.1
CCOc1ccc2cc(NC(=O)c3ccc(Cl)c([N+](=O)[O-])c3)c(=O)oc2c1	-0.2	6	4	0.1
COc1ccc(OCC2c3cc(OC)c(OC)cc3CCN2C(=O)c2ccccc2)cc1 (stereo unspecified)	0.0	2	-11	-1.8
CC(Nc1nc(CN(C)C2CCOCC2)nc2ccccc12)c1ccc(F)cc1 (stereo unspecified)	0.1	3	2	7.7*
N#CC1=C(SCC(=O)Nc2nc3ccccc3s2)NC(=O)C(C#N)C12CCCCC2 (stereo unspecified)	-0.2	-4	7	0.7
Cc1ccc(S(=O)(=O)/C=C/C#CC(C)(C)C)cc1	0.0	19	-5	2.4
O=C(NCCc1ccccc1)c1c(F)cccc1F	0.0	-80	6	0.1
Cc1ccc(C2=NS(=O)(=O)N(C)C(C(=O)NCc3cccnc3)=C2)cc1	0.4	1	15	1.9
Cc1cc(=O)[nH]c(N2CCN(CC(=O)NCc3ccco3)CC2)n1	0.0	9	-1	-0.3
C/C(=N\NC(=O)Cc1cccn1C)c1ccc(-c2ccccc2)cc1	0.0	-13	3	-0.3
CN1C(=O)c2ccc(Oc3ccc([N+](=O)[O-])cc3)cc2C1=O	0.0	-6	5	-0.6
CCC(C)Sc1nnc(Cn2c(=O)sc3ccccc32)n1-c1ccccc1 (stereo unspecified)	0.1	19	-3	2.6
CCNc1nc(NCCCN2CCCC2=O)c2ncn(C(C)C)c2n1	-0.1	8	4	5.4*
COC(=O)c1ccc(NC(=O)c2cccc(C(=O)Nc3ccc(C(=O)OC)cc3)n2)cc1	0.0	-9	-6	2.1
CC(C)CCOC(=O)C[N+](C)(C)CCOC1CC2CCC1(C)C2(C)C (stereo unspecified)	0.0	37*	-13	-0.3
O=C(Nc1onc2c1CCCC2)C1CCCCN1S(=O)(=O)c1cccs1 (stereo unspecified)	-0.1	-5	-14	-0.3
CC(=O)Nc1ccc(/C=N/c2nc3c(C)cc(C)cc3s2)cc1	0.0	-10	-21	-0.4
COc1cccc(-c2cc3ccc(OC(C)=O)cc3oc2=O)c1	0.7	58*	-8	-11
CC(=O)c1cccc(NC(=O)COc2ccc3c(C)cc(=O)oc3c2)c1	0.2	16	4	-0.5
CCC(=O)N1N=C(c2ccc(OC)cc2)CC1c1cc2cc(OC)ccc2nc1Cl (stereo unspecified)	-0.2	-4	-2	-0.4
O=C(Nc1cc(Oc2ccc(Cl)cc2Cl)cc([N+](=O)[O-])c1)C12CC3CC(C1)CC(n1cnc(Cl)n1)(C3)C2	0.0	9	10	2.2
CCOC(=O)c1c(-c2ccc(OC)cc2)csc1NC(=O)Cn1nc(CC)sc1=N	-0.1	6	-4	0.9
COc1ccccc1Oc1cc([N+](=O)[O-])cc2c1C(=O)Nc1ccccc1O2	-0.1	6	-5	-0.9
Cc1ccc(-n2cnc3cc(C(=O)NCc4ccccn4)ccc32)c(C)c1	-0.1	0	-14	0.8
Cc1nc(NCc2ccoc2)sc1-c1ccn(CCO)n1	0.1	-5	0	-0.5
CCN1CCN(Cc2c(C)[nH]c3ccc(C)cc3c2=O)CC1	0.6	1	14	-1.5
COC(=O)C(C)Oc1ccc2c3c(c(=O)oc2c1)CCCCC3 (stereo unspecified)	-0.1	2	11	-0.5
Cc1ccc(C(C)(C)C)cc1S(=O)(=O)Nc1ccc(C(=O)O)cc1	0.4	4	-1	0.3
CC(C)c1nc2ccccc2c2nn(CC(=O)N3CCCC3)c(=O)n12	0.0	22	-1	2.8
N#Cc1ccc(NC(=O)c2cccc([N+](=O)[O-])c2)cc1	0.1	22	3	-0.4
O=C(NC1CC1)c1ccc(-c2nc(NCc3cccnc3)c3ncn(Cc4ccc(C(F)(F)F)cc4)c3n2)cc1	-0.2	12	1	2.3
CCOc1ccc(/C(O)=C2\C(=O)C(=O)N(c3nccs3)C2c2ccccc2)cc1 (stereo unspecified)	-0.1	36*	-3	-0.4
CC(=O)Oc1cccc(N2C(=O)C3C4C=CC(O4)C3C2=O)c1 (stereo unspecified)	-0.1	0	-6	0.1
COC(=O)c1cc(OC)c(OC)cc1NC(=O)c1ccc(Br)o1	0.1	2	-9	0.6
COc1cccc(CCN2C(=O)CCC2CCNCc2cc3c(cc2Cl)OCO3)c1 (stereo unspecified)	0.2	-1	23	-1.4
CC(=O)OC1CC[C@@]2(C)C(=C([N+](=O)[O-])CC3C4CCC(C(C)CCCC(C)C)[C@@]4(C)CCC32)C1 (stereo partly specified)	0.1	13	4	-1.0
COC(=O)c1cc(C(=O)NC2CCSC2=O)cc([N+](=O)[O-])c1 (stereo unspecified)	0.2	6	12	0.0
FC(F)(F)c1cccc(OCCNC2CCCC2)c1	0.1	-3	22	-0.7
COc1ccc(N2CCN(CC(=O)NC(=O)NC(C)(C)C)CC2)cc1	0.0	4	5	1.0
CC1CCN(C(=O)CSC2=NN3CCCC(=O)N=C3S2)CC1	0.1	10	-3	2.6
CCCCN(CC)CCNC(=O)CCCNC(=O)Cn1cnc2sc3c(c2c1=O)CCCC3	0.0	-8	-7	-1.4
CCOc1ccc(C(=O)N2CCCC2C(=O)O)cc1 (stereo unspecified)	0.4	1	0	-0.4
CN(C(=O)CSc1ccccc1)c1ccccc1	-0.5	-7	-5	1.1
Cn1c2c(c(=O)[nH]c1=O)C(c1ccc(C(=O)O)cc1)C1=C(N2)c2ccccc2C1=O (stereo unspecified)	0.7	0	20	0.4
COC(=O)C1=C(C)NC(=O)NC1c1cn(-c2ccccc2)nc1-c1cccc([N+](=O)[O-])c1 (stereo unspecified)	0.0	-7	0	1.7
Cc1cc(OC(NC(=O)c2ccccc2)C(=O)c2ccccc2)nc(SCc2ccccc2)n1 (stereo unspecified)	-0.1	-3	3	1.8
CC(/C=N/NC(=O)COc1cccc(C)c1)=C\c1ccccc1	0.0	8	-2	0.6
CC(NC(=O)c1ccc(N)cc1)C12CC3CC(CC(C3)C1)C2 (stereo unspecified)	-0.1	-3	10	-0.4

Compound profiles, from the list above. Order of values: FBW7 activator | TEAD-YAP block | MITF primary | GPR151 activ
Results for CSc1ncc(CN2CCN(CCc3ccccc3)C(CCO)C2)cn1 (stereo unspecified) : 0.0 | 16 | 2 | 0.7
Results for CN(C(=O)CSc1ccccc1)c1ccccc1 : -0.5 | -7 | -5 | 1.1

The list continues:
SMILES	FBW7 activator	TEAD-YAP block	MITF primary	GPR151 activ
Cc1cc(C(=O)NN=C2C3CC4CC(C3)CC2C4)c2ccccc2n1	-0.1	47*	0	-0.9
CC(NC(=O)c1ccco1)c1ccc2c(c1)OCO2 (stereo unspecified)	0.2	2	8	-0.5
N#Cc1c(N)n(-c2cccc(O)c2)c2nc3ccccc3nc12	0.0	-7	-7	0.9
CCN(c1ccccc1)S(=O)(=O)c1ccc(OC)c(N)c1	-0.1	52*	-7	-1.2
COc1ccc(C2CC(=O)C3=C(C2)Nc2ccccc2NC3c2cccs2)cc1 (stereo unspecified)	0.0	-7	5	-1.0
COc1ccc(/C=C/C(=O)Nc2nc(C)c(C(=O)N(C)C)s2)cc1	-0.3	-4	-1	3.4
CCCOc1ccc(/C=C/C(=O)O)cc1OC	-0.2	-3	-1	2.0
Cc1c(Cl)cccc1NC(=O)CN(c1ccc(F)cc1)S(C)(=O)=O	0.1	13	7	-0.8
COC(=O)c1ccc(CNc2ccc(C)cc2)cc1	0.1	-3	15	0.2
C[C@H]1C(=O)N2CCN(S(=O)(=O)c3ccccc3F)C[C@@H]2C(=O)N1C	0.5	-10	-9	-0.7
COc1ccc(C2(C(=O)N(C)c3nc4c(s3)CCc3occc3-4)CC2)cc1	0.3	4	23	-0.7
COCCn1c(C)cn2c3c(=O)n(CCC(=O)OC)c(=O)n(C)c3nc12	0.1	3	10	1.9
O=C1NC(=O)/C(=C\c2cccn2-c2ccc(Cl)cc2)S1	-0.2	2	-8	0.5
COCCCN1Cc2cccc(C(=O)O)c2C1=O	-0.2	7	-2	0.6
Oc1ccc(Br)cc1C1CC(c2ccc(Cl)cc2)=NC(c2ccc(Cl)cc2)N1 (stereo unspecified)	0.5	14	20	-1.0
Cc1ccc2c(c1)nnn2C1CCN(S(C)(=O)=O)CC1	0.0	-7	-2	-0.8
CCOC(=O)N1CCN(Cc2nc(N3CCCC(COC)C3)c3ccccc3n2)CC1 (stereo unspecified)	-0.1	-1	0	-1.7
CS(=O)(=O)N(CC(=O)Nc1ccccc1C(F)(F)F)c1ccc(F)cc1	-0.1	2	-6	3.5
CCCC(C)C(=O)Nc1ccc(I)cc1 (stereo unspecified)	0.4	-8	3	0.5
CC(=O)NNC(=O)CSc1nc2c(C)c(C)ccc2cc1C	-0.1	-6	-1	0.6
COc1ccc(-n2c(Cn3c(=O)sc4ccccc43)n[nH]c2=S)cc1	0.0	6	-11	-1.0
O=C(NNP1(=O)C=C(c2ccccc2)OC(c2ccccc2)=C1)Nc1ccc(F)cc1	0.0	8	-1	4.5
O=C(O)C(=Cc1ccc(-c2ccccc2[N+](=O)[O-])o1)C(=O)O	0.1	-11	1	0.0
CCN(CC)c1ccc(NC(=O)c2ccc(F)c([N+](=O)[O-])c2)c(C)c1	-0.1	3	5	-1.0
CCN(CC)S(=O)(=O)c1ccc(OC)c(NC(=O)Cn2cnc3c2c(=O)n(C)c(=O)n3C)c1	0.1	5	15	-0.8
O=C(O)c1cc(-c2ccccc2)nc2ccc(Cl)cc12	0.1	5	-1	0.1

Reprinted at random: 6 compounds from above, in no set order.
SMILES	FBW7 activator	TEAD-YAP block	MITF primary	GPR151 activ
COc1ccc(-n2c(Cn3c(=O)sc4ccccc43)n[nH]c2=S)cc1	0.0	6	-11	-1.0
Cc1ccc2c(c1)nnn2C1CCN(S(C)(=O)=O)CC1	0.0	-7	-2	-0.8
CCOC(=O)N1CCN(Cc2nc(N3CCCC(COC)C3)c3ccccc3n2)CC1 (stereo unspecified)	-0.1	-1	0	-1.7
COc1ccc(C2CC(=O)C3=C(C2)Nc2ccccc2NC3c2cccs2)cc1 (stereo unspecified)	0.0	-7	5	-1.0
Oc1ccc(Br)cc1C1CC(c2ccc(Cl)cc2)=NC(c2ccc(Cl)cc2)N1 (stereo unspecified)	0.5	14	20	-1.0
CCN(CC)S(=O)(=O)c1ccc(OC)c(NC(=O)Cn2cnc3c2c(=O)n(C)c(=O)n3C)c1	0.1	5	15	-0.8
